STK33 kinase inh: inhibitors of human STK33 kinase | inhibition, % at 10 µM | actives 0.073% (n = 320,000) | Q9BYT3 | purified STK33, MBP phosphorylation, ADP-Glo luminescence | AID 2661;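 active = inhibition at or above 25%, using the most active replicate where run in duplicate; inactive = inhibition below 25%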
Target sequence (Q9BYT3 whole entry, looked up): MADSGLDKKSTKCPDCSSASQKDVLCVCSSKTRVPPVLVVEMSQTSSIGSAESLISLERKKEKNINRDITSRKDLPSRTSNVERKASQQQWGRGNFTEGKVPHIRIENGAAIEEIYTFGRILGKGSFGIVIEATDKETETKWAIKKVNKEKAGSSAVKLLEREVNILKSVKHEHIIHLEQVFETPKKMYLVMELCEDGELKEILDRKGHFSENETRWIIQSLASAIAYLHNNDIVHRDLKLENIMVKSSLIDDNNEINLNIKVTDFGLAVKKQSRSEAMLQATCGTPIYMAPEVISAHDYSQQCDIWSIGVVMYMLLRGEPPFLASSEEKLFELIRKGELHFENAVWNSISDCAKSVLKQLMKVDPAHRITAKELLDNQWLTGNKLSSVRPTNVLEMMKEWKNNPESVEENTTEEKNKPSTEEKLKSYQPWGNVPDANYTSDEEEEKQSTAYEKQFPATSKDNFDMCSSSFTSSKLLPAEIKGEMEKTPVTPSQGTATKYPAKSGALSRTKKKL
KCNQ2 block: KCNQ2 potassium channel inhibitors, primary screen, cell-based, CHO-K1, FluxOR thallium flux, B-score (AID 2156); O88943; 20 min; hits give low values; B-score at 10 µM; actives 1.1% (n = 310,000);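 active = fluorescence ratio B-score at most minus 3 library SDs, with starting brightness B-score within 2 library SDs, cut at about -5.5 in these data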
Kir21 block: Kir2.1 (mouse) channel inhibition; AID 1672; HEK293-Kir2.1, FluxOR thallium flux fluorescence; hits give low values; actives 0.85% (n = 310,000); B-score at 10 µM; P35561;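 active = fluorescence ratio B-score at or below minus 3 SD of library scores, with starting-brightness B-score within 2 SD, cut at about -4.2 in these data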;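 note: channel flux triggered by added potassium and thallium sulfate stimulus; B-score of peak minus minimum fluorescence over baseline after thallium stimulus; more negative B-score means stronger Kir2.1 block with less thallium influx; some compounds called inactive have numbers as strong as hits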
Target sequence (P35561 whole entry, looked up): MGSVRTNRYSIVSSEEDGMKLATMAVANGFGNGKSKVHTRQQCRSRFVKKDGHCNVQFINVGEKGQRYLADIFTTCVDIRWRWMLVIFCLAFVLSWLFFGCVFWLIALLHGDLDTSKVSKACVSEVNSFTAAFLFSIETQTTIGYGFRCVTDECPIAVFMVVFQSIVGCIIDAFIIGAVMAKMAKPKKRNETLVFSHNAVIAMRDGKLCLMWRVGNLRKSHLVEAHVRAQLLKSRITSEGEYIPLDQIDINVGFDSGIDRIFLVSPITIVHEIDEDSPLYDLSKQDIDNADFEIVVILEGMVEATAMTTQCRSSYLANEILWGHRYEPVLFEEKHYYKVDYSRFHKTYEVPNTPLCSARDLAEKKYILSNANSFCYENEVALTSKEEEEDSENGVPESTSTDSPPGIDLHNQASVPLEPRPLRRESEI
* hit, by the source's call; i = inactive; nt = no result given.

The opening six entries, to show the layout:
SMILES	STK33 kinase inh	KCNQ2 block	Kir21 block
CCOC(=O)CN1C(=O)S/C(=C/c2cccc([N+](=O)[O-])c2O)C1=O	0.9	i	-0.51
CCN1CCN(CCn2c(=S)[nH]c3cc4c(cc3c2=O)OCO4)CC1	-0.9	i	-0.33
CCOC(=O)c1sc(=NC(=O)c2ccc(C)c(C)c2)n(C)c1C	-2.4	i	0.64
CCOc1ccc(CN2C(=O)c3ccccc3C2C(=O)NC(C)CC)cc1OC (configuration not stated)	-1.2	i	0.33
Cc1ccc(-c2nc(C3CCCN(S(=O)(=O)c4ccc(C(F)(F)F)cc4)C3)no2)cc1 (configuration not stated)	-0.1	i	-1
CCCN(CCC)CCNC(=O)CN1C(=O)COc2ccc(S(=O)(=O)N3CCOCC3)cc21	nt	i	-0.42

The list itself, from the start:
SMILES	STK33 kinase inh	KCNQ2 block	Kir21 block
CCOC(=O)CN1C(=O)S/C(=C/c2cccc([N+](=O)[O-])c2O)C1=O	0.9	i	-0.51
CCN1CCN(CCn2c(=S)[nH]c3cc4c(cc3c2=O)OCO4)CC1	-0.9	i	-0.33
CCOC(=O)c1sc(=NC(=O)c2ccc(C)c(C)c2)n(C)c1C	-2.4	i	0.64
CCOc1ccc(CN2C(=O)c3ccccc3C2C(=O)NC(C)CC)cc1OC (configuration not stated)	-1.2	i	0.33
Cc1ccc(-c2nc(C3CCCN(S(=O)(=O)c4ccc(C(F)(F)F)cc4)C3)no2)cc1 (configuration not stated)	-0.1	i	-1
CCCN(CCC)CCNC(=O)CN1C(=O)COc2ccc(S(=O)(=O)N3CCOCC3)cc21	nt	i	-0.42
CC(=O)N1c2ccc(S(=O)(=O)NCCC(=O)NCc3ccc(F)cc3)cc2CC1C (configuration not stated)	1.7	i	0.19
Cc1onc(-c2ccccc2Cl)c1C(=O)NNC(=O)c1cccc(F)c1	-0.1	i	-1.5
Cc1ccc(C2(C(F)(F)F)N=C3Sc4cc(C)cc(C)c4N3C(=O)N2)cc1 (configuration not stated)	-0.1	i	0.86
C/C(=N\NC(=O)c1cc2ccccc2cc1O)c1ccc(C)o1	4.2	i	-0.01
COc1cc2c(cc1OC)C1(Nc3c-2c(-c2ccccc2)nn3-c2ccccc2)C(=O)Nc2ccccc21 (configuration not stated)	-0.1	i	0.33
COc1ccc(N2CCN(CC(=O)NCc3ccccc3)CC2)cc1	-1.1	i	-0.08
Nc1ccc(S(=O)(=O)NCC(=O)OCCOc2ccccc2)cc1[N+](=O)[O-]	-1.0	i	-0.01
CC1CCN(S(=O)(=O)c2ccc(C(=O)N(C)C3CCS(=O)(=O)C3)cc2)CC1 (configuration not stated)	-0.3	i	-0.28
Cc1[nH]c2ccccc2c1/C=N/NC(=O)c1cccc([N+](=O)[O-])c1	0.9	i	0.25
Cc1ccc(NC(=O)c2ccc(C)c(NC3=NC4CS(=O)(=O)CC4S3)c2)cc1C (configuration not stated)	0.0	i	-3
Cc1cc(C)c(S(=O)(=O)NCC(CCC(=O)O)C(F)(F)F)c(C)c1 (configuration not stated)	-0.9	i	-0.34
C=CCOc1ccc(/C(O)=C2/C(=O)C(=O)N(CCCn3ccnc3)C2c2cccs2)cc1 (configuration not stated)	-1.2	i	-0.76
COc1ccc(C(=O)NC(C)c2nccs2)cc1OC1CCN(C(C)C)CC1 (configuration not stated)	0.1	i	-0.65
CN(CCC#N)C(=O)COC(=O)[C@H](Cc1ccccc1)N1C(=O)c2ccccc2C1=O	-1.1	i	0.02
O=C(NNS(=O)(=O)c1ccc(F)cc1)C1CCCCC1	-1.8	i	2.8
CCN(CC)S(=O)(=O)c1cccc(NC(=O)/C=C/c2cccc([N+](=O)[O-])c2)c1	-1.4	i	0.59
Cc1ccnc(NS(=O)(=O)c2ccc(NC(=O)c3ccccc3F)cc2)n1	-1.3	i	1.3
Cc1ccc(-c2c(C(=O)N/N=C/c3ccsc3)nnn2-c2nonc2N)cc1	1.2	i	0.07
CC(C)(C)C(=O)N1N=C(c2cccc(NS(C)(=O)=O)c2)CC1c1cccs1 (configuration not stated)	-2.2	i	0.01
New compounds follow.
SMILES	STK33 kinase inh	KCNQ2 block	Kir21 block
CC(=O)c1ccc(C(=O)N2CCC(n3nccc3NC(=O)C3CC3)CC2)cc1	-1.0	i	-1.4
CCn1c(SCC(=O)N/N=C/C=C/c2ccco2)nc2ccccc21	-0.9	i	-0.46
CCOC(=O)C1CCCN(c2nnnn2-c2ccccc2)C1 (configuration not stated)	-1.1	i	-2.3
CCC(C)[C@H](NC(=O)N1CCn2c1nc1ccccc12)C(=O)NCc1ccc(OC)cc1 (some centres not stated)	-0.6	i	-0.17
C[C@H](NC(=O)[C@H](Cc1ccccc1)n1c(=O)[nH]c2ccccc2c1=O)C(=O)N1CCC(C(=O)O)CC1	-1.0	i	1.2
CS(=O)(=O)CCC(C(=O)Nc1ccc2c(c1)OCO2)N1Cc2ccccc2C1=O (configuration not stated)	-1.9	i	0.03
COc1cc(NC(=O)C2CC(c3ccccc3Cl)=NO2)cc(OC)c1OC (configuration not stated)	-0.5	i	0.98
COc1ccccc1/C=C1/SC(=S)N(CCC(=O)Nc2cccnc2)C1=O	-2.6	i	0.04
CS(=O)(=O)N1CCC(C(=O)NCc2ccccc2)CC1	-1.2	i	-0.91
O=C(CCS(=O)(=O)c1cccc2nsnc12)N1CCN(Cc2ccc3c(c2)OCO3)CC1	-6.3	i	-0.17
COc1cccc(N2CCN(Cc3nc(N)nc(N4CCCc5ccccc54)n3)CC2)c1	-0.8	i	-0.55
Cc1ccccc1NC(=S)NCC1CCC(CNC(=S)Nc2ccccc2C)CC1 (configuration not stated)	0.6	i	0.77
CN(C)c1ccc(NC(=O)c2cccc(N3C(=O)C4C5C=CC(C5)C4C3=O)c2)cc1 (configuration not stated)	0.4	i	-1.3
Cc1nc2sc3c(c2c(=O)n1/N=C/c1cccnc1)CCCC3	-0.2	i	-1.3
CCC(CC)C(=O)Nc1cccc(C(=O)c2ccccc2)c1	-0.8	i	0.52
NS(=O)(=O)c1ccc(-c2ccc(/C=C3\NC(=S)NC3=O)o2)cc1	-1.4	i	0
CC1(C)CC(=O)C2=C(C1)OC(N)=C(C#N)C2c1ccc[nH]1 (configuration not stated)	-0.5	i	-0.17
CCn1c(SCCN2CCOCC2)nc2c1c(=O)n(C)c(=O)n2C	-4.7	i	0.44
Cc1cc(=O)[nH]c(Nc2cccc(Br)c2)n1	-1.3	i	-0.03
CCOc1ccc(N(CC(=O)N2CCN(c3ccccc3OC)CC2)S(=O)(=O)c2ccc(C)cc2)cc1	nt	i	1.2
O=C(CCS(=O)(=O)c1ccc(Cl)cc1)NCCN1C(=O)S/C(=C\c2ccccc2F)C1=O	-0.5	i	-2.8
CCOc1ccc(NC(=O)c2ccc(Cn3nc(C)cc3C)o2)cc1	-1.3	i	0.24
CN(C)c1ccnc(-n2cccc2/C=N/OCc2ccc(F)cc2Cl)c1C#N	-0.7	i	-3.6
COc1ccccc1/C=N/NC(=O)c1cc2c(OC)c(OC)ccc2[nH]1	0.3	i	2
COc1cc(OC)c(NC(=O)c2sc3ncn(CC(=O)N4CCN(c5ccccn5)CC4)c(=O)c3c2C)cc1Cl	2.5	i	-0.49

Given as a markdown table: 5 of the compounds above.
| structure | STK33 kinase inh | KCNQ2 block | Kir21 block |
| --- | --- | --- | --- |
| CCOc1ccc(N(CC(=O)N2CCN(c3ccccc3OC)CC2)S(=O)(=O)c2ccc(C)cc2)cc1 | nt | i | 1.2 |
| O=C(CCS(=O)(=O)c1ccc(Cl)cc1)NCCN1C(=O)S/C(=C\c2ccccc2F)C1=O | -0.5 | i | -2.8 |
| CCOc1ccc(NC(=O)c2ccc(Cn3nc(C)cc3C)o2)cc1 | -1.3 | i | 0.24 |
| CN(C)c1ccnc(-n2cccc2/C=N/OCc2ccc(F)cc2Cl)c1C#N | -0.7 | i | -3.6 |
| COc1ccccc1/C=N/NC(=O)c1cc2c(OC)c(OC)ccc2[nH]1 | 0.3 | i | 2 |

The list continues:
SMILES	STK33 kinase inh	KCNQ2 block	Kir21 block
COC(=O)c1ccc(N2CCN(S(=O)(=O)c3ccc(C)cc3)CC2)c([N+](=O)[O-])c1	-1.0	i	0
O=C(Nc1nnc(CCN2CCOCC2)s1)c1ccccc1	-1.3	i	-1.7
CCOC(=O)c1c(C)nc2ccccc2c1C	-0.4	i	1.9
CN1CC(=O)N(CC(=O)Nc2cccc(S(=O)(=O)N3CCOCC3)c2)C1=O	-1.9	i	-1.6
COc1ccc(C2COc3cc(O)ccc3C2)c(OC)c1O (configuration not stated)	-0.3	i	0.92
O=C(O)C1CCCN1S(=O)(=O)c1ccc2ccccc2c1 (configuration not stated)	0.0	i	0.97
CS(=O)(=O)N1CCc2cc(C(=O)N3CCCC3)ccc21	-0.5	i	0.39
CCN(CC)c1ccc(CNc2ccc(Br)cn2)cc1	-1.9	i	0.85
CCOC(=O)c1cccc(C(=O)OCC)n1	-1.2	i	0.88
CCCc1nnc(NS(=O)(=O)c2ccccc2)s1	-0.9	i	1.1
COCCCNc1nc2ccccc2nc1NS(=O)(=O)c1cccc(C)c1	-1.0	i	0.86
CCOC(=O)c1c(O)c2cc(Cl)ccc2n(CC)c1=O	0.0	i	-1.9
O=C(Cc1ccccc1)NCC(=O)Nc1cccc(Br)c1	-0.8	i	1.1
O=c1[nH]cccc1-c1nc2ccccc2n1Cc1ccc(F)cc1	-1.0	i	-0.01
O=C(Nc1ncc2c(n1)-c1ccccc1CC2)c1ccccc1	4.9	i	0
Cc1cc(C(=O)N/N=C/c2ccc(N(C)C)o2)cs1	0.6	i	-1.4
CC1O[C@@H]2O[C@](O[C@H](C)CC[C@@H](C)O)(c3ccccc3)O[C@@H]2C[C@H]1O (some centres not stated)	-0.1	i	0.01
CC(=O)Nc1ccc(Nc2c3ccccc3nc3ccccc23)cc1	0.0	i	0.07
COc1cccc(CNC(=O)CN(C)S(=O)(=O)c2ccc3c(c2)CC(C)N3C(C)=O)c1 (configuration not stated)	0.1	i	0.8
COC(=O)COn1c(SC(C)C)nc2ccccc2c1=O	2.0	i	0.41
CCN(CC)CC(=O)Nc1cccc2c1C(=O)c1ccccc1C2=O	20	i	-0.14
Cc1ccc(C(=O)OCc2nnc(-c3ccccc3)o2)cc1S(=O)(=O)N1CCOCC1	nt	i	0.68
Cc1ccc2nc(SC(C)C(=O)NCc3ccco3)[nH]c2c1 (configuration not stated)	-1.1	i	0.94
CCCOc1ccc(C(=O)Nc2ccc(CN3CCOCC3)cc2)cc1	-0.5	i	0.75
COCc1cc(C)n(CC(=O)Nc2ccccc2C(=O)OC)c(=O)c1C#N	-0.8	i	0
Next part
SMILES	STK33 kinase inh	KCNQ2 block	Kir21 block
O=c1[nH]ncn1-c1ccccc1C(F)(F)F	-0.4	i	1.8
O=S(=O)(NCCO)c1cccc2cccnc12	1.4	i	-0.72
CC(=O)Nc1ccc(NS(=O)(=O)c2ccc3ccccc3c2)cc1	1.9	i	-0.52
COc1ccc(NC(=O)CSc2cc(C(=O)c3nccn3C)c3ccccc3n2)cc1	-1.3	i	2.5
COc1ccccc1NC(=O)c1cc(-c2ccc(OC)c(OC)c2)nc2ccccc12	nt	i	-0.05
CCCN(CCC)S(=O)(=O)c1cccc(C(=O)Nc2ccc3c(c2)OCO3)c1	-0.2	i	-1.9
COc1cc(-c2[nH]ncc2CN2CCN(Cc3cccs3)CC2)cc(OC)c1OC	-0.4	i	-1.5
CCN(CCCNC(=O)COc1cc(=O)n(C)c2ccccc12)c1cccc(C)c1	0.1	i	-6.8*
C#CCn1c(S(=O)(=O)Cc2ccccc2Cl)nc(-c2ccccc2)c1-c1ccccc1	-1.6	i	-0.14
Cc1cccc(NC(=S)NCc2ccco2)n1	0.6	i	-0.78
CCCCOC(=O)NC1CCS(=O)(=O)C1 (configuration not stated)	-1.7	i	-1.3
COc1ccc(C(C(=O)NC2CCCCC2)N(Cc2ccco2)C(=O)c2ccccn2)c(OC)c1 (configuration not stated)	-2.0	i	1
Cc1onc(-c2ccccc2)c1C(=O)N1CCN(CCc2ccccc2)CC1	-0.5	i	0.15
C/C(CC1CC(COCC(C)C)OC1=O)=N\NC(N)=S (configuration not stated)	-0.8	i	0.19
Cc1ccccc1C(=O)NCC(=O)OC(C)C(=O)Nc1cccc(S(=O)(=O)N2CCOCC2)c1 (configuration not stated)	-0.9	i	-0.08
COc1cc(/C=N/NC(=O)COc2ccccc2C)ccc1OC(=O)c1cccs1	0.8	i	-1.8
COC(=O)/C=C1\SC(=NC(=O)c2cccc([N+](=O)[O-])c2)NC1=O	-0.4	i	-0.42
Clc1cccc(/C=N/Nc2ncnc3ccccc23)c1	3.3	i	1.7
O=C(NC1CCCC1)c1ccc(COCC(F)(F)C(F)F)o1	-0.4	i	-0.07
CC(OC(=O)/C=C/c1ccc2ccccc2n1)C(=O)NCc1ccccc1 (configuration not stated)	-0.5	i	-0.4
COC(=O)Cn1c(=O)n(CCc2ccccc2)c(=O)c2c3c(sc21)CCCC3	-0.1	i	0.84
CC1CCC(NC(=O)C2CCN(C(=O)NC3CCCCC3)CC2)CC1 (configuration not stated)	nt	i	0.47
C[C@H](NC(N)=O)C(=O)OCC(=O)NCc1cccs1	-1.4	i	0.2
CCCCCOc1ccc(C(=O)C(c2ccccc2)N2CCOCC2)cc1 (configuration not stated)	-0.4	i	-0.27
O=S(=O)(Nc1cccc(-c2cn3cccnc3n2)c1)c1ccc(Cl)cc1	-0.4	i	-1.9
CC(=O)C1=C(O)C(=O)N(c2nnn(C)n2)C1c1cccs1 (configuration not stated)	0.4	i	2.4
CC(=O)Nc1ccc(S(=O)(=O)NCC(=O)OCc2cc(=O)oc3ccc4ccccc4c23)cc1	0.2	i	-0.31

Assay outcomes (PubChem BioAssay)
